Screening data as filed in PubChem BioAssay.
TCR activator = T cell receptor activation; 330,000 tested, under 10 active; Potency, µM (series often up to 9.22 µM), inactives show at the top dose activation of IL-2 secretion, hits mostly activators; primary human leukocytes, anti-CD3, IL-2 HTRF, 48 h; note: % of control where 0% means no effect
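IL-2 release read by HTRF sandwich (Eu cryptate donor, d2 acceptor, 665 nm emission) after 48 hr exposure of primary human leukocytes to compound together with anti-CD3 beads in the absence of co-stimulatory signals.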
TSHR antag = human thyrotropin receptor antagonism; P16473; TSHR-expressing cells, TSH-stimulated cAMP HTRF, 2 h; stronger effect = lower value; activity change, negative = inhibition, % at 11.5 µM; 330,000 tested, 0.2% active; AID 504810;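 active = activity change below a set negative limit, meaning inhibition stronger than a set level, cut at about -70% in these data; inconclusive = activity change between two set negative limits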; note: % is set by controls: 0 for no effect and ±100 for the full control effect
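Freshly harvested TSHR cells receive pin-tooled compound, then EC80 TSH at 4nM final. After 2 hours at 37 deg C, antibody in lysis buffer and cAMP-d2 are added; 30 minutes at ambient temperature precede the HTRF read.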
Mito fusion yeast = mitochondrial division inhibition or fusion activation; Potency, µM (titrated, usually from 46.1 µM), for inactives: top-dose growth rescue (activation), hits mostly activators; S. cerevisiae fusion-defective mutant growth rescue, CellTiterGlo 48 h; 320,000 tested, 0.23% active;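 note: potency is the fitted concentration of half-maximal effect; % of control where 0% means no effect; nearly all actives have a fitted effect of over 45% in size; temperature-sensitive fusion mutants such as fzo1-1 at 37 °C on non-fermentable ethanol glycerol medium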
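Compounds are tested for their ability to restore growth of mitochondrial fusion-defective yeast strains at non-permissive 37C in YPEG medium over 48 hours. Viability is quantified by luciferase luminescence.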
Eya2 inh = blocks the phosphatase activity of human Eya2; O00167; recombinant Eya2, OMFP fluorescence dephosphorylation (OMFP is methylfluorescein phosphate); Potency, µM (highest dose often 76.9 µM), for inactives: at the top dose activity, negative = inhibition, actives largely listed as inhibitors; 330,000 tested, 0.006% active; AID 488837; note: potency is the fitted concentration of half-maximal effect; % is set by controls: 0 for no effect and ±100 for the full control effect
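Eya2 protein (added as 0.2 uM solution) was preincubated with compound for 10 min at ambient temperature in 50 mM HEPES pH 7.5, 50 mM NaCl, 5 uM MgCl2, 0.05% BSA, 1 mM DTT. OMFP (added at 50 uM) then reacted 10 min; fluorescence read at 485/525 nm.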
A-T KAP1 phos = candidate therapy for ataxia-telangiectasia; 320,000 tested, 0.19% active; AID 485349; […] A-T fibroblasts, KAP-1 phosphorylation AlphaLISA; neocarzinostatin DNA damage 30 min before lysis; Potency, µM (highest dose often 57.5 µM), for the others: top-dose activation, most hits filed as activators; note: potency is the fitted concentration of half-maximal effect; % of control where 0% means no effect; nearly all actives have a fitted effect of over 45% in size
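ATM-like activity read as KAP-1 phosphorylation via AlphaLISA donor/acceptor antibody pairs after lysis and 6 hr at 25C. Cells were ATM-null patient fibroblasts ([…], hTERT), dosed 60 min, then exposed to the DSB inducer NCS for 30 min.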
a7 integrin act = activates integrin-mediated alleviation for muscular dystrophy | alpha7betagal myoblasts, beta-gal FDG fluorescence, 48 h | Potency, µM (doses to about 38.3 µM), for the others: at the top dose activation, hits mostly activators | 350,000 tested, 0.064% active;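 note: potency is the fitted concentration of half-maximal effect; 100% = response of the positive control SU9516; nearly all actives have a fitted effect of over 60% in size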
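Alpha7betagal+/- myoblasts (passage 13) were plated 16-24 hr, then exposed to compounds (1:260 dilution of DMSO stock) for 48 hours at 37C. After MPER lysis, β-galactosidase reporter activity was read as FDG fluorescence (ex 480/em 540) after 30 minutes.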
S-ASM inh = blocks human secretory acid sphingomyelinase | P17405 | placental ASM, HMU-PC fluorogenic substrate, 60 min | Potency, µM (top dose mostly 57.5 µM), for the others: top-dose activity change, negative = inhibition, usual class: inhibitors | 340,000 tested, 0.006% active | AID 504937; note: potency is the fitted concentration of half-maximal effect
Target sequence (P17405 47-631 limits assumed): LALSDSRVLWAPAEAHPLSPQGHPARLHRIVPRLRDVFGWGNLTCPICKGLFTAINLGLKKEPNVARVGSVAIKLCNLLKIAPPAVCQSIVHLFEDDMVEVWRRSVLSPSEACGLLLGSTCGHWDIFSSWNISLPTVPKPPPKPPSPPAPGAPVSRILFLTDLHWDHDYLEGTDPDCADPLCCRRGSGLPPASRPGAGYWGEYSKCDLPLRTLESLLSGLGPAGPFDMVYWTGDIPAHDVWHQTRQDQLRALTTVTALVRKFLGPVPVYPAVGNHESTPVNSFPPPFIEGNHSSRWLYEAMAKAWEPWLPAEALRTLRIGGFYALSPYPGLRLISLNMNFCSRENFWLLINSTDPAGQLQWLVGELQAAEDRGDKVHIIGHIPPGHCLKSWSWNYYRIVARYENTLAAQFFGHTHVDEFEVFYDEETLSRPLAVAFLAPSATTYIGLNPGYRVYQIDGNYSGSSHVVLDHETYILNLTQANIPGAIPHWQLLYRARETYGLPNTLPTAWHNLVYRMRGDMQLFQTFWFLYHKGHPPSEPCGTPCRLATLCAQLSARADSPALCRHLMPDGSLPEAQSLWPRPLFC
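qHTS format. ASM enzyme prepared from human placenta hydrolyses the fluorogenic substrate HMU-PC0 (9 uM final) over 60 min at 37 °C after a 10 min compound preincubation.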
Chronic BCR inh = chronic active BCR signaling inhibition; ABC-DLBCL IkBa-CBG/CBR reporter, luminescence ratio, 4 h; Potency, µM (top dose mostly 46.1 µM), for the others: at the highest dose ratio change, negative = lower green/red ratio, hits mostly inhibitors; 340,000 tested, 0.05% active; AID 493014; active = well fitted inhibition curve with a large enough effect in the signal ratio, with a control signal flat, not every such curve was filed as active; inconclusive = small, poorly fitted or top-dose-only effect, or effect the other way, or a change in a side signal; the % refers to the signal ratio;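 note: potency is the fitted concentration of half-maximal effect; plate controls were basal doxycycline-induced cells for no effect and cells given 10 µM MG132 for full effect; MG132 reads +100%, hits lower the ratio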
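Concentration-response series (up to 46 uM) were applied to TMD8 dual-reporter cells for 4 h at 37C with doxycycline. Green/red ratio, after filter-overlap correction, defined %Activity; red signal alone was normalised to basal cells and zero luminescence.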
PTAP TSG101 blk = blocks PTAP/TSG101 interaction to inhibit HIV-1 budding; AID 493005; Fluorescence polarization, FITC-PTAP peptide / Tsg101 binding; 340,000 tested, under 10 active; Potency, µM (highest dose often 115 µM), for the others: at the highest dose activity change, negative = inhibition, usual class: inhibitors; Q99816; active = well fitted inhibition curve with a large enough effect in the main read-out, with a control signal flat, not every such curve was filed as active; inconclusive = small, poorly fitted or top-dose-only effect, or effect the other way, or a change in a side signal; inactive = no such curve, though single readings can be large or run the other way; note: potency is the fitted concentration of half-maximal effect; % of control where 0% means no effect
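FP read-out: FITC-PTAP peptide, 50 nM final, binding Tsg101 binding domain, 10 uM final; 20 min, r.t.; 10 mM HEPES pH 7.5, 0.15 M NaCl, 0.01% Tween 20, 3 mM EDTA, 0.1 mM TCEP.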
ELG1 DNA repair = ELG1-dependent DNA repair inhibition; HEK293T ELG1-luciferase reporter, luminescence, 16 h; DNA damage induced by 5-fluorouridine; Potency, µM (highest dose often 46.1 µM), inactives show at the top dose activity change, negative = inhibition, actives largely listed as inhibitors; 330,000 tested, 2.3% active; note: potency is the fitted concentration of half-maximal effect; % is set by controls: 0 for no effect and ±100 for the full control effect; nearly all actives have a fitted effect of over 55% in size
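Step one: seed 2,000 cells per well. Step two: pin-transfer compound or DMSO alongside 5-fluorouridine. Step three: incubate 16 hr, 37 °C, 5% CO2. Step four: add ONE-Glo, wait 30 min, read luminescence.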
Tb PFK inh = T. brucei PFK enzyme inhibition; O15648; T. brucei PFK, ADP-Glo luminescence; Potency, µM (series often up to 57.5 µM), without a hit: at the top dose activity, negative = inhibition, usual class: inhibitors; 330,000 tested, 0.17% active; AID 485367;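 note: potency is the fitted concentration of half-maximal effect; 0% = uninhibited 1x PFK enzyme wells and -100% = no-enzyme wells; nearly all actives have a fitted effect of over 60% in size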
Target sequence (O15648 whole entry, looked up): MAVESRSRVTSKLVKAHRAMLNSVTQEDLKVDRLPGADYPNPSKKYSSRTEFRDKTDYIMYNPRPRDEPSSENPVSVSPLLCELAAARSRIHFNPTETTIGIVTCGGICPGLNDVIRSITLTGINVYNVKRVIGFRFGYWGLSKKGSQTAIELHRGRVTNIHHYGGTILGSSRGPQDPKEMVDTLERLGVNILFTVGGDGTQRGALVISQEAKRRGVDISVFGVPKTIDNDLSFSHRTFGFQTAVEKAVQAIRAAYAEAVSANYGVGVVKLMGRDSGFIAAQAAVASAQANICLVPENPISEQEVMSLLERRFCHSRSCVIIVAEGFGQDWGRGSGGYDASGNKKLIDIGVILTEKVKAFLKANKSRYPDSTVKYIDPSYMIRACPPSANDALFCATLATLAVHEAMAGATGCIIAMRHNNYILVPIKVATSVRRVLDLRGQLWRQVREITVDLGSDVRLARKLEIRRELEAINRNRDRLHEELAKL
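Activity is normalized to no-enzyme wells (full inhibition) and 1.25 nM enzyme wells (no inhibition). Reaction: 0.5 mM F6P, 0.1 mM ATP, 45 min RT, ADP-Glo luminescence; concentration-response curves fitted and classed by quality.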
* hit, by the source's call; [ ] = dose if it differs, or a comment. Unless noted, calls come from the whole dose curve; as a rule, active = well fitted curve in the direction sought with a large enough effect; inconclusive = small, poorly fitted or top-dose-only effect, or another doubt; inactive = no such curve, though single readings can be large; an effect the other way counts as inactive or inconclusive.

`CCOC(=O)c1sc(N)c(C#N)c1COC(=O)CNC(=O)c1cc(OC)c(OC)c(OC)c1` gave TCR activator -1%, TSHR antag -4, Mito fusion yeast -1%, Eya2 inh 19%, A-T KAP1 phos 4%, a7 integrin act 2%[7.66 µM], S-ASM inh 3%, Chronic BCR inh -2%, PTAP TSG101 blk 4%, ELG1 DNA repair inconclusive and Tb PFK inh 3%.
For Cc1ccc(C)c2[nH]c(=O)c(CN(Cc3ccc4c(c3)OCO4)Cc3nnnn3Cc3ccco3)cc12 the results were TCR activator -2%, TSHR antag -1, Mito fusion yeast 4%, Eya2 inh 6%, A-T KAP1 phos 0%, a7 integrin act 8%, S-ASM inh -1%, Chronic BCR inh inconclusive, PTAP TSG101 blk -3%, ELG1 DNA repair inconclusive and Tb PFK inh 1%.
`NS(=O)(=O)c1ccc(CCNC(=O)/C=C/c2ccc([N+](=O)[O-])cc2)cc1` gave TCR activator -2%, TSHR antag 0, Mito fusion yeast 4%, Eya2 inh 5%, A-T KAP1 phos 2%, a7 integrin act -11%, S-ASM inh 2%, Chronic BCR inh 1%, PTAP TSG101 blk -8%, ELG1 DNA repair 0% and Tb PFK inh 0%.
Screening COc1ccc(/C(C)=C2\SC(=S)N(CCC(=O)O)C2=O)cc1 returned TCR activator 1%, TSHR antag -20, Mito fusion yeast 4%, Eya2 inh -29%, A-T KAP1 phos 3%, a7 integrin act -23%, S-ASM inh 0%, Chronic BCR inh inconclusive, PTAP TSG101 blk -9%, ELG1 DNA repair 0% and Tb PFK inh -2%.
CCOC(=O)C1CCCN(C(=O)c2cncc(Br)c2)C1 (stereo not drawn) was read as TCR activator 0%, TSHR antag 13, Mito fusion yeast 3%, Eya2 inh 3%, A-T KAP1 phos 11%, a7 integrin act 16%, S-ASM inh 0%, Chronic BCR inh 8%, PTAP TSG101 blk -7%, ELG1 DNA repair inconclusive and Tb PFK inh 2%.
`Cc1cc(NS(=O)(=O)c2ccc(NC(=O)c3c(F)c(F)c(F)c(F)c3F)cc2)nc(C)n1` gave TCR activator 2%, TSHR antag 1, Mito fusion yeast 0%, Eya2 inh 1%, A-T KAP1 phos 6%, a7 integrin act 1%, S-ASM inh 4%, Chronic BCR inh 0%, PTAP TSG101 blk -1%, ELG1 DNA repair -4% and Tb PFK inh 6%.
`CC(C(=O)N1CCN=C1c1ccccc1)N1C(=O)c2ccccc2C1=O` (stereo not drawn) gave TCR activator 3%, TSHR antag 4, Mito fusion yeast 0%, Eya2 inh 7%, A-T KAP1 phos -4%, a7 integrin act 5%, S-ASM inh -3%, Chronic BCR inh -7%, PTAP TSG101 blk -1%, ELG1 DNA repair inconclusive and Tb PFK inh -2%.
COc1cc(CNCc2cccc(OC)c2OC)cc(OC)c1 was read as TCR activator -4%, TSHR antag 26, Mito fusion yeast -8%, Eya2 inh 7%, A-T KAP1 phos 9%, a7 integrin act -32%, S-ASM inh 0%, Chronic BCR inh -7%, PTAP TSG101 blk 0%, ELG1 DNA repair inconclusive and Tb PFK inh -4%.
For COc1ccc(C)cc1C(=O)CCC(=O)N1CCN(c2ccccc2F)CC1 the results were TCR activator 4%, TSHR antag -5, Mito fusion yeast 9%, Eya2 inh -18%, A-T KAP1 phos 11%, a7 integrin act 13%, S-ASM inh 0%, Chronic BCR inh -5%, PTAP TSG101 blk -1%, ELG1 DNA repair -11% and Tb PFK inh 14%.
For Cn1cc(CN2CCCCC2CO)c(-c2ccc(Oc3ccccc3)cc2)n1 (stereo not drawn) the results were TCR activator 3%, TSHR antag -6, Mito fusion yeast 4%, Eya2 inh -3%, A-T KAP1 phos -2%, a7 integrin act -25%, S-ASM inh 2%, Chronic BCR inh 6%, PTAP TSG101 blk -4%, ELG1 DNA repair 3% and Tb PFK inh -4%.
C=CCNC(=O)c1ccc(Cn2cc(C(F)(F)F)ccc2=O)cc1 was read as TSHR antag 17, Mito fusion yeast 5%, Eya2 inh 14%, A-T KAP1 phos 2%, a7 integrin act inconclusive, S-ASM inh 2%, Chronic BCR inh 11%, PTAP TSG101 blk -2%, ELG1 DNA repair 0% and Tb PFK inh 0%.
`O=C(c1cc([N+](=O)[O-])ccc1Cl)N1CCN(Cc2ccc3c(c2)OCO3)CC1` gave TCR activator -3%, TSHR antag -5, Mito fusion yeast -2%, Eya2 inh 10%, A-T KAP1 phos 2%, a7 integrin act 17%, S-ASM inh -2%, Chronic BCR inh -10%, PTAP TSG101 blk 0%, ELG1 DNA repair inconclusive and Tb PFK inh -2%.
COc1ccc2nc(NC3=NCN(CC4CCCO4)CN3)nc(C)c2c1 (stereo not drawn) was read as TSHR antag 7, Mito fusion yeast 1%, Eya2 inh 9%, A-T KAP1 phos -2%, Chronic BCR inh -2%, ELG1 DNA repair -7% and Tb PFK inh 4%.
For CCOc1ncccc1C(=O)Nc1cc(S(=O)(=O)N2CCCCCC2)ccc1OC the results were TCR activator 2%, TSHR antag -6, Mito fusion yeast -5%, Eya2 inh -23%, A-T KAP1 phos 1%, a7 integrin act -3%, S-ASM inh -3%, Chronic BCR inh 3%, PTAP TSG101 blk -2%, ELG1 DNA repair 4% and Tb PFK inh -2%.
Screening CN1CCCC(OC(=O)c2cccc(S(=O)(=O)N3CCCCCC3)c2)C1 (stereo not drawn) returned TCR activator -3%, TSHR antag 6, Mito fusion yeast -5%, Eya2 inh 18%, A-T KAP1 phos 23%, a7 integrin act -19%, S-ASM inh 1%, Chronic BCR inh 16%, PTAP TSG101 blk -6%, ELG1 DNA repair 17% and Tb PFK inh 1%.
For O=C(NCc1ccco1)c1cc(S(=O)(=O)N2CCOCC2)ccc1Br the results were TCR activator -2%, TSHR antag 9, Mito fusion yeast 0%, Eya2 inh -4%, A-T KAP1 phos 13%, a7 integrin act 5%, S-ASM inh 3%, Chronic BCR inh 9%, PTAP TSG101 blk -3%, ELG1 DNA repair -1% and Tb PFK inh -6%.
CC(C)[C@H](NC(N)=O)C(=O)NCCc1ccc(Cl)cc1Cl was read as TCR activator -6%, TSHR antag 0, Mito fusion yeast 3%, Eya2 inh 3%, A-T KAP1 phos 0%, a7 integrin act 14%, S-ASM inh 2%, Chronic BCR inh -2%, PTAP TSG101 blk -3%, ELG1 DNA repair 1% and Tb PFK inh -1%.
Screening O=C(Nc1ccc(NC(=O)N2CCN(c3ccccc3O)CC2)cc1)N1CCN(c2ccccc2O)CC1 returned TCR activator 3%, TSHR antag -9, Mito fusion yeast 2%, Eya2 inh -10%, A-T KAP1 phos -11%, a7 integrin act 0%, S-ASM inh 0%, Chronic BCR inh 6%, PTAP TSG101 blk -1%, ELG1 DNA repair inconclusive and Tb PFK inh -10%.
`COc1ccccc1C(=O)C1CCCN(C(=O)CCc2ccccn2)C1` (stereo not drawn) gave TCR activator 6%, TSHR antag -19, Mito fusion yeast 3%, Eya2 inh 0%, A-T KAP1 phos 9%, a7 integrin act -4%, S-ASM inh 5%, Chronic BCR inh 1%, PTAP TSG101 blk -1%, ELG1 DNA repair 12% and Tb PFK inh 7%.
`CC(=O)C[C@@H](O)CC(=O)[C@H]1OC(=O)CC/C=C\Cc2ccccc21` gave TCR activator -6%, TSHR antag -5, Mito fusion yeast -6%, Eya2 inh -7%, A-T KAP1 phos 2%, a7 integrin act -15%, S-ASM inh 4%, Chronic BCR inh 7%, PTAP TSG101 blk 2%, ELG1 DNA repair inconclusive and Tb PFK inh -2%.
COC(=O)C(CC(=O)c1cccc(OC)c1)c1ccc(F)cc1 (stereo not drawn) was read as TCR activator 9%, TSHR antag -12, Mito fusion yeast 4%, Eya2 inh -1%, A-T KAP1 phos 4%, a7 integrin act -22%, S-ASM inh -3%, Chronic BCR inh -4%, PTAP TSG101 blk -1%, ELG1 DNA repair -14% and Tb PFK inh 0%.
